Screens from PubChem.
FBW7 activator = activators of human E3 ligase FBW7 | AlphaScreen FBW7–phospho-cyclin E peptide binding, activator screen | normalized activity (activation), % at 26.1 µM | Q969H0 | hit rate 0.13% among 650,000; in the data active = normalized activity above about 1.9%;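 also: purified mutant Fbw7 with reduced substrate affinity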
Target sequence (Q969H0 whole entry, looked up): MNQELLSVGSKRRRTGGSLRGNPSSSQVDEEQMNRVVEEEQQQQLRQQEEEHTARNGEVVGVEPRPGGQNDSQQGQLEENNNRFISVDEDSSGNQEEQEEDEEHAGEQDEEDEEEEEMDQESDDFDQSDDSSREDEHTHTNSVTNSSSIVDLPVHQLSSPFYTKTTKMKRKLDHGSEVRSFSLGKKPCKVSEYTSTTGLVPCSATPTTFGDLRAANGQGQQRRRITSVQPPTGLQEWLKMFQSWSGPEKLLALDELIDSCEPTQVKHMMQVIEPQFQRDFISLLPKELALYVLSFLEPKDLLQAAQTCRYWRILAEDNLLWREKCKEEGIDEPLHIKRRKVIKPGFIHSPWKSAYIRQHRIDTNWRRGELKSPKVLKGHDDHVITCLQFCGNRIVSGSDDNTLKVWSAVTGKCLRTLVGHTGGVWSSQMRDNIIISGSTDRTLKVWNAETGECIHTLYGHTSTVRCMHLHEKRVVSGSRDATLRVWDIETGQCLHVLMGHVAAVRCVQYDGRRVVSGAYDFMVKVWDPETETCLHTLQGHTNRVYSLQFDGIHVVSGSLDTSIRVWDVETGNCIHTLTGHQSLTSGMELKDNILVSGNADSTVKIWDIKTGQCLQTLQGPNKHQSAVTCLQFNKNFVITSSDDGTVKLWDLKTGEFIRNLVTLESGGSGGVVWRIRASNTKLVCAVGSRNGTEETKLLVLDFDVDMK
GPR151 ag = activates the human receptor GPR151. activation, % at 11.2 µM. PathHunter beta-arrestin GPR151 cells, luminescence. Q8TDV0. hit rate 1% among 650,000; in the data active = activation above about 4.9%;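 also: 0% = median of compound wells and 100% = cells with positive control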
Target sequence (Q8TDV0 whole entry, looked up): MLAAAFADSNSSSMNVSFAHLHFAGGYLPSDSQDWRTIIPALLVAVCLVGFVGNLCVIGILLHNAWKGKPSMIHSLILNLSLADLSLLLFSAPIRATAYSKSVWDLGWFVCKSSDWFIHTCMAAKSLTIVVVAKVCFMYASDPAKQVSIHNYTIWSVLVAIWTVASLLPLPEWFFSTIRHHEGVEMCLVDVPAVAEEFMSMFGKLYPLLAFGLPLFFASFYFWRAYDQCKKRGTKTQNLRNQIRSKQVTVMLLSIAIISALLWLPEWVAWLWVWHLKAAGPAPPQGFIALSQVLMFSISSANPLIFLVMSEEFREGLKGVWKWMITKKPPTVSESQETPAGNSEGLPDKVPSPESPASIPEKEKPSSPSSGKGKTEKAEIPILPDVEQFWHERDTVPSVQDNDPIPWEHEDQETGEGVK
MITF inh = human MITF inhibition, primary screen. hit rate 0.91% among 650,000. O75030. AlphaScreen MITF homodimerization, bead proximity signal. AID 1259374. inhibition, % at 2.6 µM; in the data active = inhibition above about 50%;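 also: 0% = vehicle wells with protein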
TEAD-YAP inh = TEAD-YAP interaction inhibition | HEK-TIYL cells, TEAD-Gal4/YAP UAS-luciferase luminescence | inhibition, % at 9.12 µM | hit rate 1.4% among 640,000; in the data active = inhibition above about 32%;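 also: 0% = median of test compound wells and 100% = reference inhibitor wells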
The depositor's hits bear a star. An unsorted share of the library; any-hit rate near 3.4%.

Every second line gives: FBW7 activator, GPR151 ag, MITF inh, TEAD-YAP inh
> O=C(Nc1ccccc1Cl)Nc1cccc2cccnc12
    -0.1, 1.3, -2, -35
> COc1ccc(-n2nc(C(=O)Nc3ccc(C)c(F)c3)c3ccccc3c2=O)c(OC)c1
    0.0, -0.9, 3, 5
> Cc1ccc(C(=O)Nc2ccccc2)cc1S(=O)(=O)Nc1ccc(Oc2ccccc2)cc1
    0.0, 1.6, 4, -3
> COc1ccc(-c2noc(CCC(=O)N3CCN(c4cccc(C)c4C)CC3)n2)cc1
    -0.3, -1.0, 8, 6
> CCOC(=O)c1c(-c2ccc(Br)cc2)csc1NC(=O)C1CCCO1 (stereo not drawn)
    0.5, -0.7, 1, 0
> N#C/C(=C\c1c(F)cccc1F)C(=O)N1CCCC1
    -0.1, 1.6, 2, 4
> CCc1c(C)nc2cc(-c3cc(OC)cc(OC)c3)nn2c1NCCN1CCOCC1
    -0.1, 0.0, -6, -17
> Cc1cc(OCC(O)CN2CCOCC2)cc(C)c1Cl (stereo not drawn)
    0.0, 0.2, -19, 7
> COCCNC(=O)NC(=O)COC(=O)c1cccn1C
    -0.1, -1.1, -5, -17
> O=C(O)CCN1C(=O)C(=O)/C(=C(\O)c2ccccc2)C1c1ccc(Cl)cc1Cl (stereo not drawn)
    -0.2, 0.8, -7, 6
> CC(C)NC(=O)c1cccc(NS(=O)(=O)c2ccc(-c3ccnc(N)n3)cc2F)c1
    0.0, 0.8, -6, 2
> O=C(NC1CCCC1)c1cc(-c2ccccc2)n[nH]1
    -0.1, 0.7, 11, -47
> CCOC(=O)c1c(C)[nH]c(C)c1C(=O)CSc1n[nH]c(COc2ccc(C)cc2)n1
    -0.1, 2.1, 6, 2
> CCOc1ccc(CN2CCNC(=O)C2CC(=O)NCC2CCCCC2)cc1 (stereo not drawn)
    0.1, 0.6, 5, 4
> COc1cccc(C2Oc3c(OC)cccc3C3CC(c4cccs4)=NN32)c1 (stereo not drawn)
    -0.1, 1.4, -7, -61
> CCOc1ccc(-n2nc3ccc(NC(=O)c4ccc(-c5ccc([N+](=O)[O-])cc5)o4)cc3n2)cc1
    -0.1, -0.2, 5, 0
> COc1cc(OC)cc(C(=O)Nc2nc(-c3ccncc3)cs2)c1
    0.6, 0.4, -13, -12
> CCOC(=O)c1c(NC(=O)CN2CCCCCC2)sc(C)c1C
    0.1, 1.7, -1, 5
> O=C(O)c1cc(NC(=O)c2ccc(N3C(=O)CCC3=O)cc2)cc(C(=O)O)c1
    0.6, -2.1, 33, 7
> CCOC(=O)c1c(NC(=O)CN2CCCCCC2)sc2c1CCC(C)C2 (stereo not drawn)
    0.0, 0.4, -9, -7
> O=C(NC1CC1)c1cccc2ccccc12
    0.0, 1.1, 9, -2
> CN1CCc2c1nc1ccccc1c2NC(=O)Cc1ccccc1
    0.1, -1.6, 11, 5
> N#CC1=C(N)N(c2ccc(F)cc2)C2=C(C(=O)CCC2)C1c1ccc(F)cc1 (stereo not drawn)
    0.2, 0.1, 8, -1
> O=C(Nc1ccccc1C(=O)NCCCCO)c1ccco1
    0.4, 4.0, 4, 6
> COc1cc(COc2ccc3c4c(c(=O)oc3c2C)CCCCC4)cc(OC)c1OC
    -0.1, 0.0, 1, 4
> COc1cccc(CC(=O)N2CCC(O)(c3ccccn3)CC2)c1
    0.0, 0.7, 1, -2
> O=C1C(Nc2ccccc2)=CC(c2cccc([N+](=O)[O-])c2)N1c1ccccc1 (stereo not drawn)
    -0.1, 0.7, -4, -5
> CC1CCCCC1NC(=O)c1ccc(S(=O)(=O)NCc2cccs2)cc1 (stereo not drawn)
    0.0, 0.0, -15, 2
> COCc1ccc(C(=O)N2CCC(C(Cc3ccccc3)N(C)C(=O)CN(C)C)CC2)o1 (stereo not drawn)
    -0.2, 0.3, -1, -11
> O=C(CCCc1ccccc1)Nc1ccnn1C1CCN(C2CCSC2)CC1 (stereo not drawn)
    0.1, -0.2, 18, 11
> Cc1cccc(N2CCN(C(=O)c3ccc(SCCN4CCOCC4)c([N+](=O)[O-])c3)CC2)c1C
    0.1, 1.6, 22, -2
> Cc1ccc(-n2nnc3c(=O)n(CC(=O)NCC4CCCO4)cnc32)cc1Cl (stereo not drawn)
    0.1, 2.3, -9, -5
> CCN(CC)c1ccc2cc(/C(N)=N\NC(=O)c3ccc(OC)cc3)c(=O)oc2c1
    0.1, 0.8, -10, 0
> COc1cccc(C(=O)Nc2cccc(-c3nc4cc(Cl)ccc4o3)c2)c1
    -0.1, -1.2, -10, -21
> COc1ccc(-c2ccc(SCC(=O)N(C(C)C)C(C)C)nn2)cc1OC
    0.0, -0.3, -8, -2
> Cc1cccc(C2=N/C(=C/c3coc4ccc(Cl)cc4c3=O)C(=O)O2)c1
    0.0, -1.4, -6, 5
> CCCn1c(=O)c2ccc(C(=O)NC3CCCCC3)cc2n2c(SCC(=O)NC(C)(C)C)nnc12
    0.2, 1.0, -15, 4
> O=C(CCc1nc(-c2ccc(Cl)cc2)no1)N1CCCCC1
    -0.1, 1.0, 2, -18
> O=C(Nc1ccccc1)c1ccnc(N2CCN(c3ccccn3)CC2)c1
    0.3, -0.1, 16, -1
> O=C(Cn1c(=O)c2ccccc2n2nncc12)Nc1ccc(Br)cc1
    0.2, 0.0, 6, -3
> CC(C)NC(=O)Cn1ncc2c1-c1ccccc1OC2
    0.0, 1.3, -1, -2
> CCCc1cc(=O)[nH]c(SCC(=O)Nc2cc3oc4ccccc4c3cc2OC)n1
    0.2, -1.0, -11, 10
> CCCCC1=NN2C(=N)/C(=C/c3ccc(-c4ccc(C)c(Cl)c4)o3)C(=O)N=C2S1
    0.0, -0.5, 0, 6
> CCOC(=O)c1sc(N)c(C#N)c1COC(=O)CCc1nc2ccccc2s1
    0.4, 0.2, 8, 8
> COc1ccc(-n2c(C)c3c(C)nn4cc(-c5ccccc5)cc4c3c2C)cc1
    0.0, 0.0, -17, 4
> CCOc1ccccc1CNC(=O)C1CC2CCCN2C12C(=O)N(C)c1ccccc12 (stereo not drawn)
    -0.1, 0.9, 2, -2
> COc1cc(OC)c(OC)cc1CN1CCN(C2CCC(C)CC2)CC1 (stereo not drawn)
    -0.3, -2.0, 72*, -3
> CNC(=O)[C@@H]1C[C@@H](NCC2=CC[C@H]3C[C@@H]2C3(C)C)CN1Cc1ccccc1
    -0.1, -0.3, 3, 4
> CC(C(=O)NC(=O)NC1CCCCC1)N1CCN(c2ccc(O)cc2)CC1 (stereo not drawn)
    0.2, 0.8, 15, 7
> COc1ccc(OC)c(-n2cnc3cc(C(=O)NCC(OC)OC)ccc32)c1
    -0.2, 0.4, 6, 0
> CC(=O)NC(CCS(C)(=O)=O)C(=O)Nc1c(C)cccc1C (stereo not drawn)
    0.2, 3.9, 11, 3
> Fc1ccccc1-c1nc(N2CCCCCC2)c2ccccc2n1
    0.4, 1.6, 15, 11
> COc1ccc(-c2ccc(C(=O)Nc3ccc(NC(C)=O)cc3)s2)cn1
    0.1, -12, -5, -23
> C=CCSc1nc2sc3c(c2c(=O)n1CCc1ccccc1)CC(C)(C)OC3
    0.2, -0.8, 15, -2
> CC(NCc1c(C(=O)O)n(C)c2ccccc12)C12CC3CC(CC(C3)C1)C2 (stereo not drawn)
    0.1, -0.6, 5, 0
> O=C(CN1CC(=O)Oc2ccccc21)OCC(=O)c1cccc(Br)c1
    -0.1, 1.5, 7, -13
> CCCNC(=O)c1cnc(Nc2cccnc2)s1
    -0.1, 0.1, 10, -10
> N#Cc1ccsc1NC(=O)c1ccccc1
    0.1, -3.2, -13, -12
> c1ccc(-c2csc3ncnc(NCc4ccco4)c23)cc1
    -0.1, 2.2, 16, 34*
> COc1ccc(NCC(=O)n2nc(C)cc2C)cc1
    0.0, 0.5, 0, 13

Some values from above:
Entry for `Cc1cccc(N2CCN(C(=O)c3ccc(SCCN4CCOCC4)c([N+](=O)[O-])c3)CC2)c1C` in FBW7 activator: 0.1
Entry for `COc1cccc(C(=O)Nc2cccc(-c3nc4cc(Cl)ccc4o3)c2)c1` in TEAD-YAP inh: -21

One compound at a time, as listed above. Screens in order: FBW7 activator	GPR151 ag	MITF inh	TEAD-YAP inh
`O=C(CCc1nc(-c2ccc(Cl)cc2)no1)N1CCCCC1` reads -0.1	1.0	2	-18
`CNC(=O)[C@@H]1C[C@@H](NCC2=CC[C@H]3C[C@@H]2C3(C)C)CN1Cc1ccccc1` reads -0.1	-0.3	3	4

Four entries from above in a different format.
compound: COc1ccc(-n2c(C)c3c(C)nn4cc(-c5ccccc5)cc4c3c2C)cc1
  FBW7 activator: 0.0
  GPR151 ag: 0.0
  MITF inh: -17
  TEAD-YAP inh: 4
compound: O=C(Cn1c(=O)c2ccccc2n2nncc12)Nc1ccc(Br)cc1
  FBW7 activator: 0.2
  GPR151 ag: 0.0
  MITF inh: 6
  TEAD-YAP inh: -3
compound: O=C(CN1CC(=O)Oc2ccccc21)OCC(=O)c1cccc(Br)c1
  FBW7 activator: -0.1
  GPR151 ag: 1.5
  MITF inh: 7
  TEAD-YAP inh: -13
compound: CC(NCc1c(C(=O)O)n(C)c2ccccc12)C12CC3CC(CC(C3)C1)C2 (stereo not drawn)
  FBW7 activator: 0.1
  GPR151 ag: -0.6
  MITF inh: 5
  TEAD-YAP inh: 0

Additional compounds:
Every second line gives: FBW7 activator, GPR151 ag, MITF inh, TEAD-YAP inh
> Cc1nnc(SCC#N)n1-c1ccccc1
    0.6, 0.1, 1, 8
> CC(C)(C)C1CCc2c(sc(NC(=O)c3ccncc3)c2C#N)C1 (stereo not drawn)
    0.9, -1.1, 9, 3
> COc1c(N)cc([N+](=O)[O-])c(OC)c1C
    -0.2, -0.3, -6, 13
> Cc1cccc(-n2cc(-c3ccccc3)c3c(N4CCCC4)ncnc32)c1
    0.0, -0.1, -9, -7
> CCC(C(=O)Nc1ccc(OC)cc1)n1nnc(C(=O)OC)c1C(=O)OC (stereo not drawn)
    0.0, 0.2, 0, 2
> CCc1ccc(N2CC(C(=O)Nc3ccccc3CC)CC2=O)cc1 (stereo not drawn)
    0.5, -0.6, -23, 1
> CCc1ccccc1NC(=O)Cn1c(C)cc(COC)c(C#N)c1=O
    0.2, 4.7, 9, 5
> COc1ccc2c(c1)nc1c3cccc4cccc(c(=O)n21)c43
    1.3, -1.1, 8, -47
> CCOc1ccc(-c2noc(CCC(=O)Nc3ccccc3C(F)(F)F)n2)cc1OC
    0.0, -0.5, -15, 3
> Cn1c(SCC(=O)Nc2ccc(F)cc2F)nnc1-c1c[nH]c2ccccc12
    -0.4, 1.0, -12, -15
> CCOC(=O)C1(CCOc2ccccc2)CCN(C(=O)CSc2ccncc2)CC1
    0.0, 0.3, 2, -12
> COc1cc(C)nc(N2CCC(C(=O)NC34CC5CC(CC(C5)C3)C4)CC2)n1
    0.8, -0.9, 18, -4
> O=C(Nc1ccc(F)c(Cl)c1)c1n[nH]c(=O)c2ccccc12
    -0.1, 0.4, -3, -12
> CCn1c(=O)cc(SCC(=O)NCCCN2C(C)CCCC2C)c2ccccc21 (stereo not drawn)
    0.0, 0.4, -5, -1
> Cc1cc2c(cc1S(=O)(=O)N(C)C1CCCCC1)OCC(=O)N2
    -0.1, 0.2, -15, -3
> Cn1nc(NCc2ccc(Cl)cc2)c(=O)n(C)c1=O
    0.1, -0.6, 5, -3
> CCC1CCCCN1CCCNC(=O)CSc1cc(=O)n(C)c2ccccc12 (stereo not drawn)
    -0.5, 1.8, -8, -17
> COc1ccc([N+](=O)[O-])cc1N(CC(=O)NCc1cccnc1)S(C)(=O)=O
    -0.3, 0.8, -5, 8
> COC(=O)c1sc(NC(=S)NCc2cccnc2)c(C(=O)OC)c1C
    0.3, 1.5, 18, -1
> CCOC(=O)c1sc(NC(=O)C(C)Sc2nnc(CNC(=O)c3cccc(F)c3)n2CCc2ccccc2)c(C(=O)OCC)c1C (stereo not drawn)
    -0.1, -0.4, -6, 6
> CCC(C)NC(=O)Cn1nc(C)c2sc3ccccc3c2c1=O (stereo not drawn)
    1.1, -1.4, 28, -10
> CCOC(=O)C1=C(C)N=c2s/c(=C/c3ccc4c(c3)OCO4)c(=O)n2C1/C=C/c1ccccc1 (stereo not drawn)
    0.1, -0.5, 6, -1
> CCN(CC)CCNCC#CCOc1ccc(OC)cc1
    -0.4, -0.7, 50, 12
> CCOC(=O)c1c(CSc2nc(C)cc(C)c2C#N)n(C)c2cc(Br)c(OC(C)=O)cc12
    -0.1, -0.3, -12, -4
> O=C(O)CCCn1nnc2ccccc2c1=O
    0.3, -0.5, 9, 8
> CCOc1nn(CC)cc1-c1nnc(SCC(=O)Nc2cccc(C)c2)n1C
    0.1, -0.7, -18, 8
> Fc1ccc(C2CC(c3ccccc3)Nc3ncnn32)cc1 (stereo not drawn)
    -0.1, -0.2, 7, -3
> CCSCCOC(=O)C1=C(C)NC2=C(C(=O)CCC2)C1c1ccc(C(=O)OC)cc1 (stereo not drawn)
    0.7, 0.0, -1, -3
> COc1ccccc1C1C(C(=O)OC2CCCC2)=C(C)NC2=C1C(=O)CC(c1ccccc1)C2 (stereo not drawn)
    2.6*, 0.8, 2, -2
> NC(=O)c1ccc(SCC(=O)Nc2cccc(S(N)(=O)=O)c2)c([N+](=O)[O-])c1
    -0.2, -0.2, -8, 11
> CC(=O)NCC1CCC2(CCN(Cc3ccccc3C(F)(F)F)CC2)O1 (stereo not drawn)
    -0.1, 2.6, -2, 17
> COC(=O)c1ccc(C2C(C(=O)OC3CCCC3)=C(C)NC3=C2C(=O)CC(C)(C)C3)cc1 (stereo not drawn)
    0.7, -2.7, 15, 2
> O=C(CSc1nc2c(sc(=S)n2CCc2ccccc2)c(=O)n1Cc1ccco1)Nc1cccc(C(F)(F)F)c1
    0.0, -0.9, 1, 3
> O=S(=O)(c1ccc(Oc2ccc(OCc3ccccc3)cc2)nc1)N1CCOCC1
    0.4, -0.5, 9, 1
> Cc1ccc(C(=O)COC(=O)c2ccco2)cc1C
    0.0, 1.1, -12, -2
